MRP-1 activ = H69AR viability gain despite doxorubicin, primary screen, MRP-1 activator project, H69AR cells, CellTiter-Glo. viability rescue. viability increase, % at 10 µM. 140,000 tested, 0.61% active. AID 799, 2007;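 active = viability gain under doxorubicin at or above a set limit, the compound median plus 3 SD, cut at about 4.7% in these data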;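 also: MRP-1 overexpressing cells given doxorubicin 25 µM after compound pretreatment; 18-22 h compound pretreatment then 72 h with doxorubicin before readout; 0% = doxorubicin-only wells and 100% = vehicle-treated cells without doxorubicin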
bCat KO growth = primary screen for growth suppressors in beta-catenin knockout HCT116 cells (colon tumor, human); HCT116 beta-catenin knockout viability, CellTiter-Glo, 60 h; hits give low values; viability, % at 10 µM; 140,000 tested, 1.5% active;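 active = viability at or under a set limit, the compound median less 4 SD, cut at about 6% in these data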;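 also: 0% = Hyamine 1622 control at 20 µM and 100% = untreated cell control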
Phagocyt inh = inhibitors of macrophage phagocytosis, primary screen, imaging, J774A.1 cells, IgG beads; J774A.1 macrophage IgG-bead phagocytosis; inhibition, % at 5 µM; 110,000 tested, 0.07% active; AID 1029, 2008;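 active = inhibition above the mean of the plate negative controls plus 5 SD, cut at about 13% in these data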;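 also: phagocytic index as fraction of beads internalized from green versus red external bead signal; plate controls were DMSO negative control for no effect and cytochalasin-D positive control for full effect; some results beyond the cut were filed as inactive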
E-sel TNF inh = E-selectin induction blockers in HUVEC – imaging, immunofluorescence, high content, primary screen. AID 1246, 2008. 120,000 tested, 0.71% active. HUVEC TNFa-induced E-selectin immunofluorescence. inhibition, % at 2 µM;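 active = inhibition above the batch mean plus 3 SD, and confirmed as a hit on visual image review, cut at about 43% in these data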;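 also: 0% = TNF-stimulated DMSO wells and 100% = unstimulated control wells; not every result past the cut was called active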
Yeast lifespan up = compounds extending yeast replicative lifespan, primary screen, S. cerevisiae, OD615 | S. cerevisiae growth with nicotinamide; deaD strain in restrictive glucose medium | inhibition of the nicotinamide effect, % at 10 µM | 130,000 tested, 0.68% active;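 active = inhibition above a set limit, placed 3 SD over the median of all compounds, cut at about 26% in these data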;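 also: 0% = nicotinamide-treated wells and 100% = cells grown without nicotinamide; some compounds called inactive have numbers as strong as hits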
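assay system = DeaD-strain S. cerevisiae | buffer or medium = restrictive glucose medium | reagent = 1.5 mM nicotinamide | compound = 10 µM single point, 0.25% DMSO | incubation = 48 h compound exposure at 30 °C, humidified | signal = OD615 measurement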
HCT116 PTEN-null = growth suppression of PTEN-null HCT116, primary screen, cell-based, CellTiter-Glo; HCT116 PTEN-null viability, 60 h; hits give low values; viability, % at 10 µM; 140,000 tested, 1.2% active;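 active = viability at or below a set limit, 4 SD under the median of all tested compounds, cut at about 3.7% in these data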;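 also: PTEN knockout HCT116 line with beta catenin targeted HCT116 as companion control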
Measles CPE = compounds protecting cells from measles virus cytopathic effect, primary screen, measles RdRp inhibitor project, single point, MLSMR library, absorbance | Measles virus-infected cells, CPE protection | protection (pct of control), % at 4 µM | 140,000 tested, 1.5% active; in the data active = protection mostly above about 24%, no sharp cut-off; inactive = mostly below about 26%; also: some compounds called inactive have numbers as strong as hits
GALR2 blocker = GALR2 antagonists in receptor-expressing cells, primary screen; AID 828, 2007; antagonist mode; Galanin receptor type 2 (Homo sapiens), O43603; 140,000 tested, 0.39% active; inhibition, % at 4 µM; in the data active = inhibition above about 27%;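 also: cells stimulated with galanin 1-16 at roughly its EC80; 0% = agonist challenge control and 100% = basal control without agonist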
Target sequence (O43603 whole entry, looked up): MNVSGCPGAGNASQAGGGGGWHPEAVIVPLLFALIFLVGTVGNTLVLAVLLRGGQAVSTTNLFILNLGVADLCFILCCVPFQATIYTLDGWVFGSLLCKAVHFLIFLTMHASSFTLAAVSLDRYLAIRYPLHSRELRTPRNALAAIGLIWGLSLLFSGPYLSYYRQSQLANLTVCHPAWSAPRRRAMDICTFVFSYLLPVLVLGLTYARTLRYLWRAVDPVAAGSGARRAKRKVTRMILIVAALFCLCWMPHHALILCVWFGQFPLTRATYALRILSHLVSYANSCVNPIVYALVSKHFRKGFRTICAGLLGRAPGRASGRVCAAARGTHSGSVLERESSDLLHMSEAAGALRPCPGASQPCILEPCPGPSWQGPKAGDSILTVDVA
Yeast growth inh = growth inhibitors of yeast BB579 in restrictive medium, primary screen, yeast lifespan-shortening project, S. cerevisiae; OD615, 48 h; inhibition, % at 10 µM; 140,000 tested, 0.51% active;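 active = inhibition above a set limit, 3 SD over the mean compound inhibition, cut at about 44% in these data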; also: inactives centre near -24
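System: Saccharomyces cerevisiae DeaD strain BB579, replicative lifespan model yeast | Buffer or medium: Restrictive glucose-based CSMM-D medium | Times: 4 h preincubation and 48 h exposure at 30 °C | Detection: OD615 turbidity measurement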
NPY-Y2 antag = NPY-Y2 receptor antagonists, primary screen, cell-based; AID 793, 2007; Neuropeptide Y receptor type 2 (Homo sapiens), P49146; inhibition, % at 2.7 µM; NPY-Y2 expressing cells, antagonist mode; 140,000 tested, 0.99% active; in the data active = inhibition above about 17%;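 also: 0% = vehicle with agonist challenge and 100% = reference antagonist with challenge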
Target sequence (P49146 whole entry, looked up): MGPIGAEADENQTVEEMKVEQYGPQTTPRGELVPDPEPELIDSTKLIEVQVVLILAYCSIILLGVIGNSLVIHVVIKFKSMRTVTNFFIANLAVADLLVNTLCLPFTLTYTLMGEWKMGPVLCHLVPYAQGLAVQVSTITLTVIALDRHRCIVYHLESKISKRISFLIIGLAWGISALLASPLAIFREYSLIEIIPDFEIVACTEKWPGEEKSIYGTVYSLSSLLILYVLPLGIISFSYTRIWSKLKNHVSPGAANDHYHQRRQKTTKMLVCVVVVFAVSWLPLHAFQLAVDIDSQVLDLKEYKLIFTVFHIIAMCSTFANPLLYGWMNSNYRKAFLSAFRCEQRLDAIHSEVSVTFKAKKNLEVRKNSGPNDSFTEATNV
An asterisk follows results filed as active; nt = not tested or not shown.

(1) CC12CC(c3ccccc3O1)N(C(=O)c1ccco1)C(=S)N2c1ccc(F)cc1 (centres undefined)
(2) CC1(C)Cc2c(C#N)c(N)sc(=S)c2CS1
(3) CCOc1ccc(NC(=NCc2ccc3c(c2)OCO3)SC2CC(=O)N(c3ccccc3)C2=O)cc1 (centres undefined)
(4) Cc1cc(Cl)cc(Cl)c1OCCCCN(C)C
(5) CCN1C(=O)c2cccc3c(NC(=O)c4ccc(OC)c(OC)c4)ccc1c23
(6) O=C(Nc1ccc(O)c2c(=O)cc(-c3ccccc3Cl)oc12)c1ccccc1Cl

entry no.	1	2	3	4	5	6
MRP-1 activ	-3.6	-2.1	-5.5	-2.6	-2.9	-2.2
bCat KO growth	66	91	70	71	93	66
Phagocyt inh	0	-2	nt	3	0	nt
E-sel TNF inh	-26	nt	-6	nt	nt	nt
Yeast lifespan up	13	-4	nt	-1	1	6
HCT116 PTEN-null	55	92	69	74	96	58
Measles CPE	1	7	4	17	18	3
GALR2 blocker	-7	-6	-3	-5	6	1
Yeast growth inh	-18	-59	4	-8	-3	-37
NPY-Y2 antag	4	0	-2	8	-1	10

(7) CCOC(=O)C1CCN(C(=O)Cc2cccc3ccccc23)CC1
(8) CCOc1ccc(/C=N/NC(=O)Cc2csc(Nc3cccc(C(F)(F)F)c3)n2)cc1
(9) Cc1ccc(S(=O)(=O)N2CCN(CC(=O)N(CC(C)C)c3c(N)n(CC(C)C)c(=O)[nH]c3=O)CC2)c(C)c1
(10) C=CC[n+]1c(-c2ccc(OC)c(OC)c2)csc1NNC(=O)Nc1ccccc1
(11) Cc1cccc(Nc2nnc(SCC(=O)Nc3ccccc3[N+](=O)[O-])s2)c1
(12) NS(=O)(=O)c1ccc(NC(=S)Nc2nn(Cc3ccc(Cl)cc3Cl)cc2Cl)cc1

entry no.	7	8	9	10	11	12
MRP-1 activ	-2.7	-0.5	-1.2	-1.8	-3.5	-1.5
bCat KO growth	96	53	77	16	79	81
Phagocyt inh	nt	2	-8	nt	nt	-1
E-sel TNF inh	-27	24	nt	10	nt	nt
Yeast lifespan up	nt	-12	-2	-22	-3	14
HCT116 PTEN-null	89	44	81	35	69	84
Measles CPE	13	17	3	5	10	11
GALR2 blocker	-4	-9	2	7	-18	-4
Yeast growth inh	-11	-63	-38	-61	-32	-12
NPY-Y2 antag	2	-4	2	-1	2	1

(13) Cc1ccc(N2C(=O)C(Cc3ccc(O)cc3)NC2=S)cc1C (centres undefined)
(14) CC(=O)Nc1ccc(S(=O)(=O)NCc2csc(-c3cccnc3)n2)cc1
(15) Cn1c(=O)n(C)c2cc([N+](=O)[O-])c(N3CCN(S(C)(=O)=O)CC3)cc21
(16) CCOc1ccc2c(c1)C(c1ccccc1)=NNC(c1ccccc1)=N2
(17) O=C(CN1/C(=C(/O)c2ccccc2)C(=O)c2ccccc2S1(=O)=O)c1ccccc1
(18) COC(=O)C1CSc2[nH]c(=O)sc2C1c1ccc(O)c(OC)c1 (centres undefined)

entry no.	13	14	15	16	17	18
MRP-1 activ	-3.7	-0.6	-1.3	-3.5	-1.2	-1.1
bCat KO growth	86	91	105	86	65	97
Phagocyt inh	-3	nt	0	nt	1	1
E-sel TNF inh	19	1	-4	0	13	14
Yeast lifespan up	-1	-14	-2	nt	12	8
HCT116 PTEN-null	97	93	92	87	63	98
Measles CPE	4	13	28	10	5	5
GALR2 blocker	6	-19	2	4	4	1
Yeast growth inh	-13	12	9	-3	12	-71
NPY-Y2 antag	1	2	1	4	4	1

(19) COC(=O)c1c(NC(=O)CN2CCC(C(N)=O)CC2)c2c(C)cccc2n1C
(20) COc1ccc(NC(=O)OCCN2CCN(Cc3ccccc3)CCC2=O)cc1
(21) O=C(CC1Nc2ccccc2NC1=O)NCC1COc2ccccc2O1 (centres undefined)
(22) Clc1ccc(OCCSc2ncccn2)cc1
(23) CCOc1ccc(N2C(=O)CC(N(C)Cc3ccccc3)C2=O)cc1 (centres undefined)
(24) CC(Sc1nncn1C)C(=O)Nc1nnc(-c2ccccc2)s1 (centres undefined)

entry no.	19	20	21	22	23	24
MRP-1 activ	-0.8	-0.8	-1.4	-3.0	-2.4	0.5
bCat KO growth	97	98	71	86	94	94
Phagocyt inh	0	nt	1	-3	2	0
E-sel TNF inh	-8	-16	-12	-9	-3	4
Yeast lifespan up	5	0	-16	-21	-3	-4
HCT116 PTEN-null	99	106	77	88	96	100
Measles CPE	11	24	18	2	3	9
GALR2 blocker	0	2	-10	-8	3	3
Yeast growth inh	-22	-40	-12	-26	-15	-17
NPY-Y2 antag	-2	2	2	1	0	0

In the list so far, 3 contain an aryl thioether with sulfur outside any ring:
(11) Cc1cccc(Nc2nnc(SCC(=O)Nc3ccccc3[N+](=O)[O-])s2)c1
(22) Clc1ccc(OCCSc2ncccn2)cc1
(24) CC(Sc1nncn1C)C(=O)Nc1nnc(-c2ccccc2)s1 (centres undefined)

entry no.	11	22	24
MRP-1 activ	-3.5	-3.0	0.5
bCat KO growth	79	86	94
Phagocyt inh	nt	-3	0
E-sel TNF inh	nt	-9	4
Yeast lifespan up	-3	-21	-4
HCT116 PTEN-null	69	88	100
Measles CPE	10	2	9
GALR2 blocker	-18	-8	3
Yeast growth inh	-32	-26	-17
NPY-Y2 antag	2	1	0

Additional compounds follow.
(25) CC(=O)NC(C)(C)C1CC=C(C)/C(=N\O)C1 (centres undefined)
(26) CCOC(=O)N1CCC(N(CCN(C)C)C(=S)Nc2cccc(C)c2)CC1
(27) Cc1cc(C)c(O)c(-c2cc(C(=O)Nc3ccc(S(=O)(=O)N4CCOCC4)cc3)[nH]n2)c1
(28) Cc1ccc(-n2nnnc2SCC(=O)c2c(N)n(CC(C)C)c(=O)n(C)c2=O)cc1
(29) O=C(COc1cccc2ccccc12)NNC(=O)c1cnccn1
(30) O=C1C(=O)N(CNc2ccccn2)c2ccccc21

entry no.	25	26	27	28	29	30
MRP-1 activ	-1.7	-0.9	-2.1	-1.9	2.5	-3.6
bCat KO growth	99	96	2.3*	76	66	51
Phagocyt inh	-2	-5	0	0	-2	nt
E-sel TNF inh	nt	nt	25	43	3	15
Yeast lifespan up	-8	5	2	-12	-1	-19
HCT116 PTEN-null	95	101	1.2*	51	66	56
Measles CPE	6	10	14	3	13	17
GALR2 blocker	1	7	-6	3	2	-17
Yeast growth inh	-25	23	-46	-9	-16	-11
NPY-Y2 antag	1	2	-2	-3	3	2

Some of the entries above in another layout:
Values run as follows: MRP-1 activ, bCat KO growth, Phagocyt inh, E-sel TNF inh, Yeast lifespan up, HCT116 PTEN-null, Measles CPE, GALR2 blocker, Yeast growth inh, NPY-Y2 antag
#25 CC(=O)NC(C)(C)C1CC=C(C)/C(=N\O)C1 (centres undefined)
    -1.7, 99, -2, nt, -8, 95, 6, 1, -25, 1
#26 CCOC(=O)N1CCC(N(CCN(C)C)C(=S)Nc2cccc(C)c2)CC1
    -0.9, 96, -5, nt, 5, 101, 10, 7, 23, 2

(list continues)
(31) Cc1cccc(N2C(=O)CN=C2Nc2nc(C)cc(C)n2)c1
(32) Cc1ccc2[nH]cc(CCNC(=O)c3cccnc3)c2c1
(33) CCOC(=O)c1c(C)n(CCO)c2ccc(O)cc12
(34) CC1(C(=O)NC2CCCCCC2)CCC(=O)N1Cc1ccc2c(c1)OCO2 (centres undefined)
(35) CCn1c(SCC(=O)NCC2CCCO2)nc2c(c1=O)SC(C)C2 (centres undefined)
(36) Cc1ccc(NC(=O)c2sc3nc(N)c(C#N)cc3c2N)cc1

entry no.	31	32	33	34	35	36
MRP-1 activ	1.4	-2.3	-2.7	-2.3	-1.4	-0.6
bCat KO growth	103	99	88	92	112	86
Phagocyt inh	-2	1	-1	-1	0	-1
E-sel TNF inh	20	8	-13	12	92*	nt
Yeast lifespan up	-6	-5	-12	-3	-2	-5
HCT116 PTEN-null	105	93	88	100	115	78
Measles CPE	0	8	4	8	5	74*
GALR2 blocker	4	0	7	1	9	0
Yeast growth inh	1	33	19	-12	-11	-23
NPY-Y2 antag	-1	0	1	0	2	0

(37) Cc1noc(C)c1C(=O)Nc1nc(C23CC4CC(CC(C4)C2)C3)cs1
(38) CC[n+]1c(C)sc2c(C)cc(C)cc21
(39) S=C1c2ccccc2CN1c1ccccc1
(40) C/C(=N\NC(=O)C1CC1)c1cccnc1
(41) O=C1NC(c2ccc3c(c2)OCO3)Nc2ccccc21 (centres undefined)
(42) O=C(CN1CCN(c2ncccn2)CC1)N1CCc2ccccc21

entry no.	37	38	39	40	41	42
MRP-1 activ	1.3	-0.7	-0.5	-1.1	-4.3	-1.2
bCat KO growth	67	91	100	100	27	97
Phagocyt inh	5	0	-3	0	-1	-11
E-sel TNF inh	-16	-53	-7	nt	nt	nt
Yeast lifespan up	-12	-12	-4	5	-8	-3
HCT116 PTEN-null	75	90	95	93	28	100
Measles CPE	2	9	3	12	13	6
GALR2 blocker	14	7	-2	6	-11	4
Yeast growth inh	-12	-62	-50	-19	-26	-38
NPY-Y2 antag	0	0	2	-1	2	3

(43) Cn1c(-c2ccc[nH]c2=O)nc2cc(Cl)ccc21
(44) COc1cc(NC(=O)COC(=O)CNS(=O)(=O)c2ccc(F)c(F)c2F)cc(OC)c1
(45) CCN(Cc1cc2cc(C)ccc2[nH]c1=O)S(=O)(=O)c1ccccc1
(46) CC(C)C(=O)Nc1ccc2oc(-c3cc(F)c(F)cc3Cl)nc2c1
(47) COC(=O)CSC1=C(C#N)C(c2ccccc2)CC(=O)N1 (centres undefined)
(48) C=CCNS(=O)(=O)c1ccc(OCC(=O)OCC)cc1
(49) CCn1c(SCc2ccccc2Cl)nc2ccccc21

entry no.	43	44	45	46	47	48	49
MRP-1 activ	-2.3	-0.5	-1.0	4.6	-2.1	1.2	-0.3
bCat KO growth	79	92	92	94	69	101	69
Phagocyt inh	nt	-17	0	nt	4	0	nt
E-sel TNF inh	17	nt	9	-4	32	-1	-4
Yeast lifespan up	-8	1	-2	nt	-9	-1	-23
HCT116 PTEN-null	76	86	97	94	63	119	60
Measles CPE	14	2	5	15	6	6	10
GALR2 blocker	-7	-4	14	25	-2	8	8
Yeast growth inh	-1	-14	-91	-29	-51	-47	-6
NPY-Y2 antag	0	0	0	0	5	0	6
